High-throughput results from PubChem.
Pf gametocyte: late stage P. falciparum gametocyte viability inhibitors, primary screen, ATP luminescence, HTS. inhibition, % at 10.9 µM. AID 743093, 2013. P. falciparum stage V gametocytes, 24 h. actives 0.065% (n = 150,000);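 active = inhibition above the mean plus 3 SD of compounds within the control limits, set per campaign, cut at about 38% in these data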;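 also: 0% = DMSO wells and 100% = medium only without gametocytes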
GSH fluor: compound fluorescence on glutathione beads, profiling panel, artefact control, biophysical, 488/530 nm, flow cytometry | GSH beads flow cytometry, compound fluorescence 488/530 nm; stronger effect = higher value | fluorescence (KMESF) at 10 µM | actives 0.25% (n = 190,000) | AID 1776, 2009; in the data active = fluorescence above about 89;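 also: glutathione beads carrying GST-tagged Bcl family fusion proteins plus one bare bead set; values are compound well signal with DMSO vehicle wells as background; inactives centre near 16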
Mcl1 Bid PPI: Mcl-1/Bid binding inhibitors, primary screen, biochemical, TR-FRET, 1536-well; Induced myeloid leukemia cell differentiation protein Mcl-1 (Homo sapiens), Q07820; TR-FRET Mcl-1/Bid-Dy647 peptide binding; actives 0.97% (n = 220,000); inhibition, % at 21.7 µM; AID 1021, 2008;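 active = compounds that cut the binding signal by more than half at the single screening dose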;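 also: His-tagged Mcl-1 with europium anti-His antibody binding Bid BH3 peptide; 0% = Mcl-1 plus peptide wells and 100% = peptide-only wells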
Target sequence (Q07820 whole entry, looked up): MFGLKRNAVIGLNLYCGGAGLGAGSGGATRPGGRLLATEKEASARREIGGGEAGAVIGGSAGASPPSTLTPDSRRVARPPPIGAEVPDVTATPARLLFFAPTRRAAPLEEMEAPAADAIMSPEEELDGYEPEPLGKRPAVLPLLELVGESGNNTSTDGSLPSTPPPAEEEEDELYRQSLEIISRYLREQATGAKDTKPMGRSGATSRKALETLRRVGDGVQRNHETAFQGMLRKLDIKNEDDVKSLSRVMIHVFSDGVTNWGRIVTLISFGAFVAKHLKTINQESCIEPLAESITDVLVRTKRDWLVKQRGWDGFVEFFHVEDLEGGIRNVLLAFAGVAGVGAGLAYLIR
Rac1 wt GTP bind: wildtype Rac1 GTP binding modulators, primary screen, biochemical, GST-Rac1 beads, flow cytometry, multiplex; AID 757, 2007; actives 0.27% (n = 190,000); GTP binding activity (% of control), % at 10 µM; fluorescent GTP binding; actives lie on both sides; 0 = cold GTP competed, 100 = untreated; Ras-related C3 botulinum toxin substrate 1 (Homo sapiens), P63000;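 active = GTP binding activity at least 20 points away from the 100% control level, either lower or higher; inconclusive = compound flagged as likely green fluorescent, judged across all proteins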
Rab2A wt mod: modulators of GTP binding to Rab2A wildtype, primary screen, biochemical, dog, bead-based flow cytometry, multiplex; GTP binding activity, % at 10 µM; GST-Rab2 wt beads, Bodipy-GTP binding; Ras-related protein Rab-2A (Canis lupus familiaris), P61105; actives 0.19% (n = 190,000);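 active = GTP binding activity at least 20 points away from 100%, either lowered or raised; inconclusive = signal likely due to the compound's own green fluorescence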;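 also: 0% = beads with excess unlabeled GTP and 100% = no-compound control corrected for plate trend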
Rac1 act GTP bind: GTP binding modulators of activated mutant Rac1, primary screen, biochemical, bead-based flow cytometry, multiplex, fluorescent GTP | Ras-related C3 botulinum toxin substrate 1 (Homo sapiens), P63000 | GST-Rac1 activated beads; actives lie on both sides; 100% means binding = to untreated wells | percent activity (GTP binding), % at 10 µM | actives 0.11% (n = 190,000) | AID 764, 2007;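 active = GTP binding at least 20 percentage points away from the 100% baseline, in either direction, so actives lie on both sides; inconclusive = Compound likely fluorescent itself, or too few beads counted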
Cdc42 wt: modulators of GTP binding to wildtype Cdc42, primary screen, biochemical, multiplex bead flow cytometry, Bodipy-GTP; GST-Cdc42 beads; actives lie on both sides; actives 0.2% (n = 190,000); Cell division control protein 42 homolog (Homo sapiens), P60953; percent activity (GTP binding), % at 10 µM;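 active = percent activity GTP binding at least 20 points away from the 100% baseline, either down as inhibitor or up as activator; inconclusive = compound flagged as likely green fluorescent from well-wide comparison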;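 also: median bead fluorescence of bound Bodipy-FL-GTP at 100 nM; 0% = excess unlabeled GTP control and 100% = no compound control; below 100% means less GTP binding so inhibitor and above means activator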
Target sequence (P60953 whole entry, looked up): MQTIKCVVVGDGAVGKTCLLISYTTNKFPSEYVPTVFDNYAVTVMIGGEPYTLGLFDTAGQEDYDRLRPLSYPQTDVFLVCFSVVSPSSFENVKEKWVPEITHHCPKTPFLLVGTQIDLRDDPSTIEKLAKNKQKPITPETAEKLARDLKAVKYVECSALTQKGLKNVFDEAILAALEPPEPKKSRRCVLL
Mcl1-Noxa inh: Mcl-1/Noxa binding inhibitors, primary screen, biochemical, TR-FRET, 1536-well; Induced myeloid leukemia cell differentiation protein Mcl-1 (Homo sapiens), Q07820; TR-FRET Mcl-1/Noxa peptide binding, 2 h; inhibition, % at 21.7 µM; actives 1.5% (n = 220,000); AID 1022, 2008;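 active = compounds that cut the protein-peptide binding signal by more than 50% relative to plate controls in a single-dose test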;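 also: His-tagged Mcl-1 with rhodamine Noxa BH3 peptide and terbium anti-His antibody; 0% = Mcl-1 plus Noxa peptide wells and 100% = peptide-only wells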
HRas wt GTP: modulators of GTP binding to HRas wildtype, primary screen, biochemical, bead-based flow cytometry, multiplex | GTPase HRas (Homo sapiens), P01112 | GST-Ras wt beads, Bodipy-FL-GTP binding; actives lie on both sides | GTP binding activity, % at 10 µM | actives 0.14% (n = 190,000) | AID 759, 2007;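 active = GTP binding activity at least 20% away from the 100% baseline, either lowered as inhibitor or raised as activator; inconclusive = flagged as likely green fluorescent, judged across all proteins in the well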;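 also: 0% = unlabeled GTP competition control and 100% = no-compound control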
Target sequence (P01112 whole entry, looked up): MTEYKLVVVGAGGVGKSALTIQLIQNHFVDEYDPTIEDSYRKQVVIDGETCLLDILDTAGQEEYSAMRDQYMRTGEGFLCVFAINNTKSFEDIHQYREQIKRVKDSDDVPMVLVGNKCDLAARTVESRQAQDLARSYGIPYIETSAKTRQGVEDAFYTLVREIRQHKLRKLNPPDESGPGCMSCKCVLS
Avidin bead fluor: green autofluorescence of compounds with avidin beads – biophysical, 488/530 nm, flow cytometry, artefact control, profiling panel. compound fluorescence 488/530 nm; stronger effect = higher value. fluorescence (KMESF) at 10 µM. actives 0.38% (n = 220,000). AID 1775, 2009; in the data active = fluorescence above about 47; also: inactives centre near 10
Rab7 wt GTP bind: modulators of GTP binding to Rab7, primary screen, biochemical, wildtype, multiplex bead flow cytometry. Rab7 GTPase wild type (dog), Bodipy-FL-GTP binding. GST-Rab7 beads, fluorescent GTP binding; actives lie on both sides; untreated = 100%, excess cold GTP = 0%. GTP binding activity (percent of control), % at 10 µM. actives 0.055% (n = 190,000). AID 758, 2007;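 active = fluorescent GTP binding to Rab7 beads changed by at least 20 points from the 100% baseline, either direction, mostly lower; inconclusive = compound itself probably fluorescent, or too few beads counted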;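 also: median green fluorescence of bound Bodipy-FL-GTP per Rab7 bead population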
Active calls of the source: *; ? = inconclusive; . = no result given.

SMILES	Pf gametocyte	GSH fluor	Mcl1 Bid PPI	Rac1 wt GTP bind	Rab2A wt mod	Rac1 act GTP bind	Cdc42 wt	Mcl1-Noxa inh	HRas wt GTP	Avidin bead fluor	Rab7 wt GTP bind
O=C(NCc1cccnc1)c1ccc(S(=O)(=O)N2CCCCC2)cc1	.	40	9	101	101	99	101	24	101	6	101
CCOC(=O)c1c(NC(=O)CN(C)C2CCN(C)CC2)sc(C(=O)Nc2ccccc2)c1C	11	15	29	101	96	99	96	8	96	12	101
CCOCCCNC(=O)C(c1ccc(OC)cc1)N(Cc1ccc2c(c1)OCO2)C(=O)CNC(C)=O (centres undefined)	-14	21	1	105	99	98	103	4	100	29	100
NCCNc1ccc([N+](=O)[O-])c(NC2CC2)c1	-64	11	-74	104	101	101	102	13	100	5	101
CC(=O)Nc1ccc(S(=O)(=O)NCc2ccc(C(=O)NCc3ccc(Cl)cc3)cc2)cc1	13	41	18	104	101	100	100	-30	101	6	102
COc1cccc(N2CCN(c3c(C#N)c(C(F)(F)F)nn3C)CC2)c1	.	25	-31	100	103	99	102	-5	101	12	95
CN1C/C(=C\c2ccc(N3CCOCC3)cc2)C(=O)/C(=C/c2ccc(N3CCOCC3)cc2)C1	9	8	-107	101	95	97	95	2	97	4	100
COc1ccc(-c2ccc(=O)n(CC(=O)Nc3cccc(O)c3)n2)cc1OC	11	16	-51	107	99	100	102	21	102	22	98
O=C(OCCN1C(=O)c2ccccc2C1=O)c1cccc(OC(F)F)c1	-6	11	-7	113	103	100	102	-3	105	9	104
O=C(Sc1nnnn1C1CCCCC1)c1cccs1	.	27	-20	101	100	96	102	4	101	9	100
CNC(=S)N/N=C/c1ccccc1Cl	.	10	-19	103	101	100	101	9	101	11	100
O=C(COc1ccccc1)NCC(=O)N/N=C/c1cc(Br)ccc1OCc1ccccc1	.	9	-4	105	103	99	100	20	103	9	105
COc1ccc(C(=O)CSc2ncn[nH]2)cc1OC	.	11	-37	?	?	?	?	3	?	11	?
COc1ccc(C2N(c3cc(Cl)ccc3OC)C(=O)C3CCCN32)c(OC)c1 (centres undefined)	.	14	-4	103	102	99	102	-6	102	24	103
CC(C)Cc1nc(SCC(=O)NCc2ccccc2)n[nH]1	2	37	-26	98	100	93	101	2	101	15	101
O=C(O)c1ccc(NC2=C(N3CCOCC3)C(=O)c3ccccc3C2=O)cc1	4	22	-60	103	100	99	104	-8	99	15	102
Cc1cccnc1NC(=S)NC(=O)c1cncc(Br)c1	.	14	-6	111	101	102	99	13	102	8	101
COc1ccc(/C=N/NC(=S)Nc2ccccc2)cc1COc1ccc(F)cc1	1	7	-27	107	102	102	103	9	101	2	103
Cc1cccc(C(CC(=O)N2CCCC2)c2ccccc2)c1O (centres undefined)	.	4	-21	99	97	96	94	-12	97	12	101
COCCn1nnnc1CN1CCOCC1	-24	53	29	95	96	96	97	34	97	9	98
Cc1ccc(Nc2ccc(-n3ccnc3)nn2)cc1C	.	8	-17	95	96	97	97	12	97	16	97
COc1ccc(S(=O)(=O)N2CCCCCC2)cc1C(=O)OCC(=O)Nc1cc(C)on1	.	72	-2	101	94	96	94	15	96	11	96
CC(C)OC(=O)CC(=O)CSc1nc2c(cc1C#N)CCCCCC2	.	25	-22	99	95	97	95	8	96	41	98
COc1ccccc1-c1nc(-c2cccc(C)c2)no1	24	29	-29	104	101	100	100	1	99	10	96
N#Cc1c(C(F)(F)F)cc(-c2ccco2)nc1SCc1ccncc1	.	16	-15	103	102	99	103	3	102	9	105
Cc1ccc(/C(O)=C2\C(=O)C(=O)N(CC(C)O)C2c2cccc(F)c2)cc1 (centres undefined)	.	45	14	104	100	99	102	18	100	7	98
OCCN(CC(O)Cn1ccc2ccccc21)CC(O)Cn1ccc2ccccc21 (centres undefined)	11	6	-26	100	99	99	101	4	100	10	96
COc1ccc(CCNC(=O)c2ccc(Cl)cc2Cl)cc1OC	-17	19	83*	95	94	97	98	-1	95	8	95
CNC(=O)C(=O)NCC1OCCCN1S(=O)(=O)c1cccs1 (centres undefined)	21	10	-25	104	100	103	100	24	102	14	101
COc1ccccc1N1CCN(C(=O)CCCC2=NS(=O)(=O)c3ccccc3N2)CC1	.	27	-25	100	98	96	98	-2	100	7	100
Cc1ccc(-n2c(SCC(=O)N3CC(=O)Nc4ccccc43)nc3ccccc3c2=O)cc1	.	10	-16	105	103	100	102	-125	102	9	100
O=C(CN1C(=O)c2ccccc2C1=O)Nc1sc2c(c1C(=O)NCC1CCCO1)CCC2 (centres undefined)	-17	11	-42	101	101	95	101	0	103	22	104
O=C(N/N=C\c1ccco1)Nc1cccc(Cl)c1	-32	5	-4	98	98	98	100	17	97	17	95
COc1cc(-c2nc3cnccn3c2Nc2ccc3c(c2)OCCO3)ccc1O	.	13	-45	101	100	97	100	8	99	9	101
CC(=O)NC(=S)Nc1cccc(S(=O)(=O)NC2=NCCC2)c1	-8	12	-60	103	99	99	100	2	104	3	100
CCc1ccc(OCC(=O)N/N=C(\C)c2ccc(O)cc2O)cc1	1	14	-10	95	94	93	94	29	94	9	106
Clc1ccc(Nc2nc(-c3cccs3)cs2)nc1	.	42	-55	106	98	95	101	27	102	11	101
CCn1cc(C(=O)NCCCOC)c(=O)c2cc(S(=O)(=O)N(C)C3CCCCC3)ccc21	.	11	7	108	104	98	105	-14	103	6	101
COCCNC(=O)COC(=O)c1[nH]c(C)c(C(C)=O)c1C	-2	19	13	107	99	99	101	12	101	30	99
Cc1nc(SC(C)C)[nH]c(=O)c1Cc1ccccc1	-12	24	-11	105	103	100	102	-8	101	19	104
CC(NCC(c1ccco1)N1CCCCC1)C(=O)NC1CCCC1 (centres undefined)	.	27	-6	98	100	98	99	19	102	10	97
O=C(Cn1nc(C(F)(F)F)c2c1CCC2)N1CCN(c2ccccc2)CC1	15	27	-32	111	100	99	106	2	101	37	98
CC1(C)CC(=O)C2=C(C1)c1c(ccc3ccccc13)NC2c1ccc(Br)o1 (centres undefined)	13	32	-10	102	101	98	100	9	101	7	100
COCc1c(Br)c(C)nc(OCC(=O)N/N=C/c2ccc(C)o2)c1C#N	-14	11	-6	98	96	94	96	16	96	3	100
COc1ccc(-c2nc(CS(=O)CC(=O)NCCCN3CCCC3)c(C)o2)cc1OC (centres undefined)	-13	18	-9	106	100	100	103	5	101	23	105
COC(=O)[C@@H]1CCCN1Cc1c(C(=O)N2CCCCC2)nc2c(C)cccn12	7	52	-13	100	97	97	98	13	98	11	99
CCc1nnc(/N=C/c2c(O)n(-c3ccc(Cl)cn3)c(=O)c3ccccc23)s1	2	26	7	99	98	93	96	21	96	6	99
COCCN(Cc1cc2cccc(C)c2n2nnnc12)C(=O)C(F)(F)F	1	13	-8	105	100	97	101	-9	101	18	101
Cn1c(=O)c(C(=O)Nc2ncccn2)c(O)c2ccccc21	-12	35	.	100	99	97	102	.	99	17	98
CCN(CCN(C)C)C(=O)Cn1ncc2c1-c1cc(C)ccc1OC2	.	24	-7	112	105	102	108	9	104	7	104
Cc1ccc(O)c(Sc2cc(C)ccc2O)c1	-46	21	-7	101	102	99	102	19	102	7	103
CCOC(=O)c1cc(S(=O)(=O)NC2CCN(C(=O)OCC)CC2)cn1C	.	23	-20	107	100	101	103	20	101	26	97
CC(C)CCNC(=O)C1CCCCN1S(=O)(=O)c1ccc(F)cc1 (centres undefined)	.	12	-23	100	103	98	102	2	104	18	104
CCOC(=O)N1CCN(Cc2nc(N)nc(Nc3ccc(C)cc3C)n2)CC1	-15	13	-14	107	98	96	99	3	99	15	104
CC(C)(C)NC(=O)/C(=C/c1ccco1)c1ccccc1	.	27	-7	91	95	94	95	.	96	10	93
CCC(=O)c1c(NC)cc(C)oc1=O	18	17	-33	98	98	97	103	9	98	8	102
Cc1cc(-c2nnc3sc(-c4ccc(Cl)cc4Cl)nn23)n[nH]1	-19	38	2	99	97	98	99	-10	99	6	97
Cc1cc(NC(=O)c2ccc(F)cc2)n(-c2ccccn2)n1	1	71	-10	97	93	95	96	12	96	12	93
COCc1nnc(SCC(=O)NC(C)c2ccccc2)n1-c1ccccc1 (centres undefined)	.	46	-7	100	97	97	98	0	99	8	100
CCCCSCc1[nH]c(=O)[nH]c1C(=O)CCCCC(=O)OCC	-5	16	-22	98	99	98	97	19	98	8	93

(further entries)
SMILES	Pf gametocyte	GSH fluor	Mcl1 Bid PPI	Rac1 wt GTP bind	Rab2A wt mod	Rac1 act GTP bind	Cdc42 wt	Mcl1-Noxa inh	HRas wt GTP	Avidin bead fluor	Rab7 wt GTP bind
CC(C)CCn1c(CN2CCN(C(=O)c3ccco3)CC2)nc2c1c(=O)n(C)c(=O)n2C	.	19	-29	104	100	98	101	-5	100	7	102
COc1ccc(NC(=O)/C(C#N)=C/c2ccc(Br)o2)cc1	-8	31	-31	98	98	94	102	58*	98	2	99
COC(=O)c1c(NC(=O)CSc2nc(-c3ccco3)cc(C(F)(F)F)n2)sc2c1CCCC2	12	44	-4	99	95	95	91	-9	93	28	91
Cc1ccc([N+](=O)[O-])cc1S(=O)(=O)NCCc1c(C)[nH]c2c(C)cccc12	.	6	-32	101	98	99	101	5	99	12	101
Cc1ccc(N2C(=O)c3n[nH]c(C)c3C2c2cccnc2)cc1 (centres undefined)	4	21	-45	103	106	101	105	5	105	13	96
Cc1ccc(N2CC(C(=O)Nc3nnc(C)s3)CC2=O)cc1 (centres undefined)	-2	47	0	99	101	97	100	-7	98	12	101
CC1(C)Cc2cccc(OCC(=O)Nc3ccccc3N3CCOCC3)c2O1	-16	29	9	96	94	95	98	4	96	5	95
C/C(Cl)=C\Cn1c(Nc2ccccc2)nc2c1c(=O)n(C)c(=O)n2C	-14	36	-14	102	102	98	101	-4	103	5	101

Random draw from the library; about 3% have a hit in one of these screens.
